From PubChem
PGE2 EP2 inh – human EP2 receptor antagonists, primary screen, TR-FRET cAMP, C6 glioma cells. 260,000 compounds, 0.52% hits. Prostaglandin E2 receptor EP2 subtype (Homo sapiens), P43116. inhibition, % at 25 µM. C6 glioma cells expressing human EP2; cells stimulated with saturating PGE2;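 active means percent inhibition above 40 after rounding to a whole number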;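 further: rat C6 glioma host cells with rolipram phosphodiesterase inhibitor present; the protocol text gives 20 µM as final concentration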
EP2 mod – EP2 receptor modulators, cAMP readout, primary screen, cell-based, HTRF cAMP, PGE2 stimulation. 260,000 compounds, 0.83% hits. induction, % at 25 µM. AID 940, 2007. Prostaglandin E2 receptor EP2 subtype (Homo sapiens), P43116. EP2-expressing cells, cAMP HTRF FRET, PGE2 co-stimulation;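 active means compounds whose cAMP rise, as percent of the full-agonist control response, exceeds 60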;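 further: rat C6 glioma line stably carrying human EP2 under a CMV promoter; the protocol text gives 20 µM as final concentration; 100% = response of wells given 1 µM PGE2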
zVAD death inh – inhibitors of zVAD-triggered necroptosis, primary screen, L929 cells; L929 zVAD necroptosis rescue, ATP luminescence, 24 h; with zVAD 60 µM; viability rescue, % at 10 µM; 220,000 compounds, 0.38% hits;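 active means activation, scaled between plate controls, above about 75%, limit read from the data; inactive means activation under that limit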;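 further: 0% = zVAD with DMSO and 100% = DMSO alone without zVAD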
Hck Nef HTS – inhibitors of Nef-activated human Hck kinase, primary screen, biochemical, Z-Lyte FRET, 384-well, Hck-YEEI | 220,000 compounds, 0.68% hits | Recombinant Hck-YEEI plus Nef, Z-Lyte FRET kinase assay | AID 463187, 2010 | inhibition, % at 20 µM | Tyrosine-protein kinase HCK (Homo sapiens), P08631;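 active means Hck-Nef kinase inhibition above about 50%, limit read from the data; inactive means inhibition below that limit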;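 further: 0% = DMSO with Hck plus Nef and 100% = Hck alone without Nef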
Target sequence (P08631 whole entry, looked up): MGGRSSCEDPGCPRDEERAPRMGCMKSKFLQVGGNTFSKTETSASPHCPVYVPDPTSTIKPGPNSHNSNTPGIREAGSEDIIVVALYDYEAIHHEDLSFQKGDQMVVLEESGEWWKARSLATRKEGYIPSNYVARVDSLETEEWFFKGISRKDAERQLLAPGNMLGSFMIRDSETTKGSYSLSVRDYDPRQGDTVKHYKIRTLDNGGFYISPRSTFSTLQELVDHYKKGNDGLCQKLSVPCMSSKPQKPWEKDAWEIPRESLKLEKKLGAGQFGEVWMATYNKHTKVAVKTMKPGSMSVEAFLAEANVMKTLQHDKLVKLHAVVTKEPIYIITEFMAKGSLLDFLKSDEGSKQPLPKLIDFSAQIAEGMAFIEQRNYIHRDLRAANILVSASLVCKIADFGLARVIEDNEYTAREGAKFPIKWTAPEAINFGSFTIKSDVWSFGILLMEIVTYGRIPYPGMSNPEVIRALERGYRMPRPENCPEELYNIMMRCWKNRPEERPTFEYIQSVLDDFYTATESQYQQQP
14-3-3 Bad inh – inhibitors of 14-3-3 zeta/Bad binding, primary screen, biochemical, TR-FRET, bovine 14-3-3 zeta; 14-3-3 protein zeta/delta (Bos taurus), P63103; TR-FRET 14-3-3zeta/Dy647-pBad peptide displacement, 1 h; inhibition, % at 21.7 µM; 220,000 compounds, 0.71% hits; AID 781, 2007;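 active means inhibition above about 70%, limit read from the data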;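 further: 0% = full 14-3-3 plus peptide FRET controls and 100% = background without 14-3-3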
eIF4E 4G PPI – eIF4E–eIF4G protein interaction inhibitors, primary screen, biochemical, uHTS, TR-FRET, eIF4GI fragment; inhibition, % at 21.7 µM; 220,000 compounds, 0.37% hits; TR-FRET eIF4E-eIF4GI(517-606) binding, 2 h; Eukaryotic translation initiation factor 4E (Mus musculus) + Eukaryotic translation …;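 active means inhibition above about 30%, limit read from the data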;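 further: 0% = full FRET control wells and 100% = background wells lacking eIF4GI fragment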
Rad51 HR inh – human RAD51 strand exchange inhibitors, primary screen, biochemical, fluorescence; hRad51 DNA strand exchange, fluorescence dequenching; 200,000 compounds, 0.085% hits; DNA repair protein RAD51 homolog 1 (Homo sapiens), Q06609; inhibition, % at 10 µM;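 active means inhibition above 40% at the single screening dose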;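 further: 0% = DMSO control wells and 100% = blanks with heterologous ssDNA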
Target sequence (Q06609 whole entry, looked up): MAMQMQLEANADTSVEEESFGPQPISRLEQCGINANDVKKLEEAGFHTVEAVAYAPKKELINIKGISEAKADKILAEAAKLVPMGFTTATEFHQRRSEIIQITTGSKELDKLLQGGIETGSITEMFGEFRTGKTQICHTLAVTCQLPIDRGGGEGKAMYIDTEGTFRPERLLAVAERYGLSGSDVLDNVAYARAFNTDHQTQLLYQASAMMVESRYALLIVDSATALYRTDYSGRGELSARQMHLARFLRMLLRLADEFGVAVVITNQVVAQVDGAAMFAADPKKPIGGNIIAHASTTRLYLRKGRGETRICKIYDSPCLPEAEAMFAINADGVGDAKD
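System: hRad51 filaments on single-stranded DNA; reagent: Fluorescein- and BHQ1-tagged 47-mer duplex; compound dosing: one concentration, 10 µM final; timing: filaments 15 min 37 °C, then compound 30 min; measured by: fluorescein emission 520 nm, excitation 485 nm; benchmarks: per-plate controls and blanks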
Tb hexokinase – Trypanosoma brucei hexokinase 1 inhibitors, primary screen, biochemical, G6PDH-coupled NADH absorbance, MLSCN library; 220,000 compounds, 0.11% hits; recombinant TbHK1, G6PDH-coupled NADH A340; inhibition, % at 10 µM; AID 1430, 2008;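 active means inhibition of 50% or more in the single-dose primary screen; inactive means inhibition below 50%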
m-calpain inh – inhibitors of pig calpain II, primary screen, biochemical, fluorogenic peptide substrate, 1536-well | purified calpain II, 30 min | inhibition, % at 16 µM | 220,000 compounds, 0.37% hits | AID 1236, 2008;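 active means inhibition above about 50%, limit read from the data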
* hit, by the source's call; i = inactive; x = no result given; & = joins results of further samples; [ ] = dose if it differs, or a comment.

Values run as follows: 14-3-3 Bad inh, zVAD death inh, EP2 mod, Rad51 HR inh, Hck Nef HTS, eIF4E 4G PPI, Tb hexokinase, PGE2 EP2 inh, m-calpain inh
N/C(=N\OC(=O)CCCOc1ccccc1)c1ccc([N+](=O)[O-])cc1
→ -11.1, -0.6, 6.8, 6.7, 4.5, -3.0, -2.6, 7.5, -8.7
Cc1ccc2c(c1)N(S(=O)(=O)c1ccc(F)cc1)C(C(C)(C)C)CO2 (stereo not given)
→ 5.2, 1.3, 77.2*, 11.3, 0.9, -10.3, 1.8, 9.5, 15.2
O=C(CCN1C(=O)c2ccccc2C1=O)Nc1ccc2c(c1)OCCO2
→ 1.8[fluorescence artefact?], -0.5, 3.6, -2.9, 6.1, -2.5[fluorescence artefact?], 4.7, 8.7, 18.6
COc1ccc(NC(=O)COC(=O)Cn2nnc3ccccc32)cc1
→ 5.5, -0.1, 1.2, x, 12.8, 1.6, -5.4, 1.2, 3.1
O=C(O)COc1ccc(Br)cc1/C=C1/SC(=O)N(CC(=O)N2CCCC2)C1=O
→ 19.0, -0.4, -14.0, -0.1, 6.3, 2.0, -12.4, 14.0, -62.7
CCCn1c(=O)c(C(=O)OCC)c(O)c2cc(Br)ccc21
→ -1.7, 1.6, 44.2, 0.6, 20.7, 0.9, -3.1, 10.7, -0.9
CC1(c2ccccc2Cl)NC(=O)N(CC(=O)NC(=O)NCc2ccco2)C1=O (stereo not given)
→ -2.0, 0.0, 3.1, 0.3, 0.3, -1.5, -0.6, 11.1, -17.1
COc1ccc(/C=C2/SC(=O)N(CCNC(=O)C3COc4ccccc4O3)C2=O)cc1 (stereo not given)
→ -9.3, 0.3, 3.9, -2.5, 0.6, -2.4, -1.2, 7.1, 13.6
CN(C(=O)Cc1c(C(=O)O)n(C)c2ccccc12)c1ccc(F)cc1
→ -2.1, 0.6, 4.4, x, 11.7, 0.8, -9.6, 8.7, -15.1
COc1cccc(C2CC(c3cccs3)=NN2C(=S)Nc2ccccc2)c1OC (stereo not given)
→ -5.4, 0.5, -9.9, -3.5, 0.3, 0.4, -25.6, 12.6, 2.6
C(=N\Nc1ccccn1)/c1ccc2c(c1)OCCO2
→ -17.8, 82.6*, -9.6, 31.6, 35.1, 2.5, -45.3, 8.5, -22.9
COc1ccc(C)cc1NC(=O)c1cc2cc3ccc(C)cc3nc2o1
→ 8.0, 1.0, -7.3, -2.0, 7.3, -6.6, 10.1, 12.3, -80.9
O=C(CSc1nnc(CNC(=O)c2cccs2)o1)Nc1cccc(C(F)(F)F)c1
→ -2.9, 0.2, -25.6, 3.7, 1.0, 5.6, 7.1, 11.9, -3.9
CCc1nnc(NS(=O)(=O)c2ccc(NC(=O)OC)cc2)s1
→ -5.1, 0.5, 13.9, 2.7, -0.6, 0.8, -0.8, 8.6, -1.2
COCCNC(=O)C(=O)NCCN1CCOCC1
→ -1.4[fluorescence artefact?], -0.8, 12.5&15.0, 6.8, -0.9, 3.2, 3.7, 9.8&-1.1, -27.8

2 of the compounds above, bar-delimited:
smiles | 14-3-3 Bad inh | zVAD death inh | EP2 mod | Rad51 HR inh | Hck Nef HTS | eIF4E 4G PPI | Tb hexokinase | PGE2 EP2 inh | m-calpain inh
COc1cccc(C2CC(c3cccs3)=NN2C(=S)Nc2ccccc2)c1OC (stereo not given) | -5.4 | 0.5 | -9.9 | -3.5 | 0.3 | 0.4 | -25.6 | 12.6 | 2.6
COc1ccc(NC(=O)COC(=O)Cn2nnc3ccccc32)cc1 | 5.5 | -0.1 | 1.2 | x | 12.8 | 1.6 | -5.4 | 1.2 | 3.1

Other records
Values run as follows: 14-3-3 Bad inh, zVAD death inh, EP2 mod, Rad51 HR inh, Hck Nef HTS, eIF4E 4G PPI, Tb hexokinase, PGE2 EP2 inh, m-calpain inh
CCn1nc(C(=O)OCc2cccc(S(=O)(=O)N(C)C)c2)c2ccccc2c1=O
→ 1.2, -0.7, 6.9, -51.4, 15.3, -11.3, -3.4, 8.8, 1.6
O=C1C=C(NCc2ccco2)CCC1
→ -12.3, -0.1, 28.3, -11.8, 1.1, -10.2, 0.2, 3.7, 27.4
C=CCn1c(SCC(=O)NC2CCS(=O)(=O)C2)nc2scc(C3CC3)c2c1=O (stereo not given)
→ -11.2, -0.2, 7.9, -2.6, 1.1, -14.1, -7.2, 6.6, -176.9
CSc1nnc(-c2cc3c(s2)-c2ccccc2CC3)o1
→ -3.7, -0.1, 75.9*, -7.9, 3.8, -8.8, -13.9, 9.8, i
COc1ccccc1-n1c(SCC(=O)Nc2ccc(C)cc2)nc(O)cc1=O
→ -19.3, -0.3, 30.6, -5.4, -12.9, 5.3, 1.9, 11.0, 19.8
Cc1[nH]c(=O)c(C#N)c(C)c1[N+](=O)[O-]
→ 0.6, 0.3, -16.9, 19.2, 9.3, -3.8, -22.3, 7.8, -9.4
FC(F)(F)c1ccc(Cl)c(-n2c(Cc3cccs3)n[nH]c2=S)c1
→ 5.4, 0.1, 11.0, x, -14.2, 2.3, -12.4, 7.5, -8.9
COc1ccc2c(c1)C(SCC(=O)NCCc1ccc(Cl)cc1)CC(C)(C)O2 (stereo not given)
→ 3.0, x, 18.1, x, -0.7, 2.9, -4.9, 8.9, 3.1
CCOC(=O)c1c(C)sc(Sc2ccc(Cl)cc2[N+](=O)[O-])c1OC
→ -3.4[fluorescence artefact?], -0.3, 42.5, 7.0, 0.4, -1.6[fluorescence artefact?], -2.0, 4.1, -3.8
O=C(CSc1nnnn1-c1ccc(O)cc1)c1ccc(F)cc1
→ 6.8, 0.3, -1.7, 11.1, 21.2, 0.1, -11.3, 6.8, -21.4
C=CCc1ccc(OCCCCNC2CCCC2)c(OC)c1
→ 13.0, -0.9, -17.3, 11.3, 0.9, -3.9, 3.8, 11.2, -0.3
COc1ccc(C(=O)NCC(=O)NCC(c2ccco2)N(C)C)cc1OC (stereo not given)
→ 0.6, -0.5, 9.8, -3.0, 0.9, -1.1, -11.0, 10.9, -16.2
O=C(Nc1ccc(N2CCCC2)cc1)c1ccccc1F
→ 4.4[fluorescence artefact?], 0.2, 14.8, 5.3, 3.5, 2.0, 7.6, 23.4, -11.4
O=C(N[C@@H](Cc1ccccc1)C(=O)OCc1ccccc1)c1nc[nH]c1C(=O)N1CCN(c2ccccc2)CC1
→ -2.2, 1.1, -1.1, 3.1, 10.6, 6.1, -11.9, 14.0, 51.4*
CN(CCc1nc2ccccc2[nH]1)Cc1nc(CC2CC2)no1
→ -2.9, 1.4, -17.1, 15.1, 11.9, -1.2, -5.9, 4.6, -13.0

The list continues:
Values run as follows: 14-3-3 Bad inh, zVAD death inh, EP2 mod, Rad51 HR inh, Hck Nef HTS, eIF4E 4G PPI, Tb hexokinase, PGE2 EP2 inh, m-calpain inh
Cc1ccc(NC(=O)CSc2nc3ccccc3c(=O)n2CCCC(=O)NCCCN2CCOCC2)cc1
→ 5.3, -0.3, -40.9, -2.7, -16.0, 3.9, -2.3, 7.4, 14.1
CSc1ncccc1C(=O)OCC(=O)c1cccc(Br)c1
→ -9.5, 1.2, -16.3, -12.0, 19.5, 1.5, 7.5, 3.2, 19.0
O=C1OC(c2ccco2)=N/C1=C\c1ccc(-c2cccc(C(F)(F)F)c2)o1
→ -3.5[fluorescence artefact?], 1.1, 45.6, -43.9, 8.4, -4.8, -11.4, 3.8, -64.9
COc1ccc(-c2cc(=O)oc3cc4occ(C)c4cc23)cc1
→ 12.0, 0.0, 51.2, -4.8, 1.2, 4.5, -4.4, 5.7, 7.4
Cc1ccccc1/C=N/NC(=O)Cn1cnc([N+](=O)[O-])n1
→ -0.1, 0.3, 8.0, 4.5, 32.6, -8.4, -6.1, 5.8, -3.5
CCC(CC)c1nnc(NC(=O)CN2C(=O)c3ccccc3C2=O)s1
→ -4.6, 0.7, 34.4, 0.8, -11.2, -6.6, -3.1, 8.3, 33.0
O=C(NC(Cc1c[nH]c2ccccc12)C(=O)N/N=C/c1ccc(Br)cc1)c1cccs1 (stereo not given)
→ -2.7, 2.6, -10.3, -15.6, 2.8, 0.7, -4.3, 8.0, -104.3
Cc1nn(-c2ccc(F)cc2)c(Cl)c1/C=N/NC(=O)c1ccc(O)cc1
→ -14.5, -0.6, 0.7, 12.0, 24.9, -1.1, -16.0, 1.7, 7.4
COc1ccccc1N1CC(C(=O)Nc2cccc(C(=O)O)c2)CC1=O (stereo not given)
→ -0.5, -0.1, 18.7, -0.5, -0.5, 5.7, 4.0, 6.6, -12.8
COc1ccc(S(=O)(=O)NCC2CCCN(Cc3ccc(C)o3)C2)cc1 (stereo not given)
→ 6.0, -0.5, -26.6, 0.3, 12.3, 3.5, 0.1, 10.4, -4.5
Cc1nc([N+](=O)[O-])c(Sc2nc3ccccc3n2C)n1Cc1ccccc1
→ -7.9, -0.6, 3.4, -2.6, 5.8, 19.7[fluorescence artefact?], -4.0, 5.3, -4.4
NS(=O)(=O)c1ccc(CCNC(=O)C2CCCCN2S(=O)(=O)c2ccccc2)cc1 (stereo not given)
→ -6.7, -0.1, 0.3, -1.2, -0.3, 7.0, -3.4, 0.8, 10.1
O=C(C1CCCO1)N1N=C(c2ccc(Br)cc2)CC1c1ccco1 (stereo not given)
→ -17.2, -0.7, 29.6, -12.0, 2.5, 2.6, 23.1, 11.0, -19.2
O=C(O)C1C2C=CC(C2)C1C(=O)NCCC1=CCCCC1 (stereo not given)
→ -3.1, 1.6, 7.4, -2.4, 8.1, 3.4[fluorescence artefact?], 17.3, 2.8, 12.6
CCN(CC)S(=O)(=O)c1cccc(NC(=O)COC(=O)c2ccc(Br)o2)c1
→ 11.3, -0.8, -18.1, 6.1, 5.7, 4.6, -2.1, 12.4, 23.9
CCOc1ccc(N2C(=O)C3C(c4ccc(O)cc4)NC(CCSC)(C(=O)OC)C3C2=O)cc1 (stereo not given)
→ -10.2, 1.5, -39.8, -2.2, 10.6, 1.6, -0.4, 7.4, -22.5

Entries shown so far that contain a CF3 group:
Values run as follows: 14-3-3 Bad inh, zVAD death inh, EP2 mod, Rad51 HR inh, Hck Nef HTS, eIF4E 4G PPI, Tb hexokinase, PGE2 EP2 inh, m-calpain inh
O=C(CSc1nnc(CNC(=O)c2cccs2)o1)Nc1cccc(C(F)(F)F)c1
→ -2.9, 0.2, -25.6, 3.7, 1.0, 5.6, 7.1, 11.9, -3.9
FC(F)(F)c1ccc(Cl)c(-n2c(Cc3cccs3)n[nH]c2=S)c1
→ 5.4, 0.1, 11.0, x, -14.2, 2.3, -12.4, 7.5, -8.9
O=C1OC(c2ccco2)=N/C1=C\c1ccc(-c2cccc(C(F)(F)F)c2)o1
→ -3.5[fluorescence artefact?], 1.1, 45.6, -43.9, 8.4, -4.8, -11.4, 3.8, -64.9

This is a subset. The share of hits here may be higher or lower than overall.
